USP2a block: blocks human ubiquitin-specific protease USP2a; O75604; USP2 core, Ub-CHOP2 coupled fluorogenic reporter, 485/531; Potency, µM (doses to about 38.3 µM), without a hit: at the highest dose activity change, negative = inhibition, hits mostly inhibitors; actives 0.01% (n = 330,000); AID 463254;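 note: potency is the fitted concentration of half-maximal effect; plate controls were DMSO wells for no effect and full inhibition by NEM control for full effect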
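Deubiquitinase activity read as fluorescence (485/531 nm) after Ub-CHOP2 cleavage activates the enterokinase reporter on its substrate; USP2 core 10nM, Ub-CHOP2 and substrate 25nM each, 30min compound preincubation then 60min RT; data normalized to NEM, curves fitted.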
ELG1 repair inh: blocks ELG1-dependent DNA repair in HEK293T cells. HEK293T ELG1-luciferase reporter, luminescence, 16 h; DNA damage induced by 5-fluorouridine. actives 2.3% (n = 330,000). Potency, µM (highest dose often 46.1 µM), without a hit: at the highest dose activity change, negative = inhibition, usual class: inhibitors. AID 504467; note: potency is the fitted concentration of half-maximal effect; % is set by controls: 0 for no effect and ±100 for the full control effect; nearly all actives have a fitted effect of over 55% in size
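Step one: seed 2,000 cells per well. Step two: pin-transfer compound or DMSO alongside 5-fluorouridine. Step three: incubate 16 hr, 37 °C, 5% CO2. Step four: add ONE-Glo, wait 30 min, read luminescence.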
TSHR antagonist: blocks TSH signaling through the human TSH receptor. P16473. TSHR-expressing cells, TSH-stimulated cAMP HTRF, 2 h; stronger effect = lower value. activity change, negative = inhibition, % at 11.5 µM. actives 0.2% (n = 330,000);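 active = activity change below a set negative limit, meaning inhibition stronger than a set level, cut at about -70% in these data; inconclusive = activity change between two set negative limits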; note: % is set by controls: 0 for no effect and ±100 for the full control effect
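TSHR-expressing cells were treated with compounds, then stimulated with TSH at EC80 (4nM final) for 2 hours at 37 deg C. Cellular cAMP was measured by HTRF competition between lysate cAMP and cAMP-d2 for a cryptate-labelled anti-cAMP antibody.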
KCNH2 WT inh: KCNH2 (human, wildtype) channel inhibition | actives 0.37% (n = 340,000) | activity change, % at 1.84 µM | U2OS, BacMam KCNH2, thallium flux FluxOr; stronger effect = lower value | Q12809;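 active = maximum activity change below -70%; inconclusive = maximum activity change between -70% and -50%; inactive = maximum activity change above -50%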; note: % is set by controls: 0 for no effect and ±100 for the full control effect
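U2OS cells were transduced with wild-type KCNH2 virus (2.03 x 10^8 / mL) for 4 h at room temperature, then cultured overnight at 37 C. Thallium flux was read with FluxOr dye. Rate constants were normalized to DMSO controls.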
Mito fusion yeast: inhibitors of mitochondrial division or activators of mitochondrial fusion. AID 485298. Potency, µM (highest dose often 46.1 µM), for inactives: at the highest dose growth rescue (activation), hits mostly activators. S. cerevisiae fusion-defective mutant growth rescue, CellTiterGlo 48 h. actives 0.23% (n = 320,000);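 note: potency is the fitted concentration of half-maximal effect; % of control where 0% means no effect; nearly all actives have a fitted effect of over 45% in size; temperature-sensitive fusion mutants such as fzo1-1 at 37 °C on non-fermentable ethanol glycerol medium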
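Compounds are tested for their ability to restore growth of mitochondrial fusion-defective yeast strains at non-permissive 37C in YPEG medium over 48 hours. Viability is quantified by luciferase luminescence.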
AT treatment: potential ataxia-telangiectasia treatment | […] A-T fibroblasts, KAP-1 phosphorylation AlphaLISA; neocarzinostatin DNA damage 30 min before lysis | Potency, µM (top dose mostly 57.5 µM), for the others: at the top dose activation, usual class: activators | actives 0.19% (n = 320,000); note: potency is the fitted concentration of half-maximal effect; % of control where 0% means no effect; nearly all actives have a fitted effect of over 45% in size
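hTERT-immortalized A-T patient fibroblasts ([…]), 500 cells/well in OPTI-MEM, 1% FBS, got compounds for 60 min, then NCS for 30 min at 37C. Lysates were then assayed for phospho-KAP-1 by AlphaLISA (anti-pKAP1 donor, anti-KAP1 acceptor beads), 6 hr at 25C.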
TCR activator: activates T cell receptor signaling. primary human leukocytes, anti-CD3, IL-2 HTRF, 48 h. Potency, µM (titrated, usually from 9.22 µM), for inactives: at the highest dose activation of IL-2 secretion, actives largely listed as activators. 330,000 tested, under 10 active. AID 504894; note: % of control where 0% means no effect
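Primary human leukocytes receive a-CD3 beads and test compound and are incubated 48 hr. Secreted IL-2 is then assayed by HTRF, measuring 665nm acceptor emission after 320nm excitation of the europium donor.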
Eya2 inh: blocks the phosphatase activity of human Eya2; Potency, µM (doses to about 76.9 µM), for the others: top-dose activity, negative = inhibition, actives largely listed as inhibitors; recombinant Eya2, OMFP fluorescence dephosphorylation (OMFP is methylfluorescein phosphate); actives 0.006% (n = 330,000); AID 488837; O00167; note: potency is the fitted concentration of half-maximal effect; % is set by controls: 0 for no effect and ±100 for the full control effect
Target sequence (O00167 whole entry, looked up): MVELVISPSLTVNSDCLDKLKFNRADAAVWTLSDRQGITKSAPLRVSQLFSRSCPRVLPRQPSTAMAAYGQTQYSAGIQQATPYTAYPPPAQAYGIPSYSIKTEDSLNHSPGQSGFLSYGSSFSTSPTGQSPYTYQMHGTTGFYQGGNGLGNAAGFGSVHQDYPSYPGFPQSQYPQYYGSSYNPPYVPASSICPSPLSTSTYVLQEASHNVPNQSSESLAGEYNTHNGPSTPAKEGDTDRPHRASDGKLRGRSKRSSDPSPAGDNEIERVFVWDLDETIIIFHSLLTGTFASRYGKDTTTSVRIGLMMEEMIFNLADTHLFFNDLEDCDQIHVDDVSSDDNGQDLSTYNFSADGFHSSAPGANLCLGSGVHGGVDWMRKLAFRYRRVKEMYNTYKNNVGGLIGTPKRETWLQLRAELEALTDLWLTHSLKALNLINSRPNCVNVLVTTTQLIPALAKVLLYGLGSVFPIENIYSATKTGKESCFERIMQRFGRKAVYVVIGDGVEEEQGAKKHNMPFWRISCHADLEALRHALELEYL
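Eya2 (0.2 uM) preincubated 10 min at ambient with compound, then OMFP substrate added at 50 uM; 10 min reaction in 50 mM HEPES pH 7.5, 50 mM NaCl, 5 uM MgCl2, 0.05% BSA, 1 mM DTT. Fluorescence read at Ex 485/Em 525 nm.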
KCNH2 3.1 inh: KCNH2 3.1 (human) potassium channel inhibition; AID 720553; U2OS KCNH2 3.1, thallium flux FluxOr; stronger effect = lower value; actives 0.95% (n = 340,000); activity change, % (tested at about 1.8 µM);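 active = maximum activity change below -70%; inconclusive = maximum activity change from -70% to -50%; inactive = maximum activity change above -50%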;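 note: thallium influx rate constant from kinetic fluorescence after stimulation buffer; % is set by controls: 0 for no effect and ±100 for the full control effect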
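Normalized rate constant (relative to positive and negative DMSO controls) derived from a 2 min kinetic fluorescence read after stimulation; U2OS cells expressing the 3.1 isoform via virus at 1.77 x 10^8 /mL.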
TRPV1 agonist: agonists of human vanilloid receptor 1 (TRPV1). actives 0.19% (n = 320,000). TRPV1-expressing cells, Fluo-8 calcium influx, agonist mode. Q8NER1. activation, % at 8.33 µM; in the data active = activation above about 80%; inconclusive = between about 30% and that limit; note: 0% is about no effect
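TRPV1-expressing cells were cultured overnight at 35.5C and loaded with Fluo-8 calcium dye for 40 to 90 min at room temperature. After a 10 s baseline, compound was added and calcium influx was read kinetically for 3 min (ex 480/em 520 nm).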
* hit, by the source's call; ? = inconclusive; . = not tested or not shown; [ ] = remark or other dose. Unless noted, calls come from the whole dose curve; as a rule, active = well fitted curve in the direction sought with a large enough effect; inconclusive = small, poorly fitted or top-dose-only effect, or another doubt; inactive = no such curve, though single readings can be large; an effect the other way counts as inactive or inconclusive. Not all compounds are listed; the hit share may differ from the screen's.

#	Structure	USP2a block	ELG1 repair inh	TSHR antagonist	KCNH2 WT inh	Mito fusion yeast
1	CCC(C(=O)N1CCOCC1)n1c2ccccc2c2nc(=O)cc(C)n21 (centres undefined)	1%	22%	7	-7	1%
2	O=C(COc1ccc(F)c(Cl)c1)c1ccc[nH]1	-3%	?	-8	4	2%
3	CCc1ccc(-c2cc(C)no2)cc1S(=O)(=O)N1CCC(C)CC1	2%	?	-8	7	21%
4	O=C(Nc1cnccn1)c1cccnc1	-1%	6%	8	0	2%
5	CN(CC(=O)Nc1cccc(F)c1)C(=O)c1cc(-c2ccco2)nc2ccccc12	-3%	?	3	-1	5%
6	N#CC1=C(N)Oc2n[nH]c(-c3cccs3)c2C1c1ccccc1C(=O)O (centres undefined)	0%	-10%	2	-6	-1%
7	CCOC(=O)c1c(-c2ccc(F)cc2)cn2ccccc12	5%	9%	8	-14	-1%
8	O=C(CC1OC(=O)c2ccccc21)Nc1ccc(Cl)c(S(=O)(=O)N2CCCCC2)c1 (centres undefined)	-1%	?	-3	3	6%
9	O=C(NNC(=O)c1cc(S(=O)(=O)N2CCOCC2)c(Cl)cc1Cl)c1ccccc1F	1%	10%	-23	1	.
10	CNC(=S)NC1CC2CCCC(C1)N2Cc1ccco1 (centres undefined)	1%	20%	12	9	6%
11	CC(=O)N1CCOc2ccc(S(=O)(=O)NCC3CCC(C(=O)Nc4ncccc4C)CC3)cc21 (centres undefined)	-1%	-8%	-8	3	2%
12	Cc1ccc(N(CC(=O)O)S(C)(=O)=O)cc1	5%	4%	-3	-3	?

#	AT treatment	TCR activator	Eya2 inh	KCNH2 3.1 inh	TRPV1 agonist
1	-7%	2%	1%	4	2
2	18%	1%	17%	-4	20
3	14%	-4%	-11%	-1	?
4	1%	.	-9%	-17	1
5	0%	-4%	-10%	10	?
6	-1%	2%	-8%	-13	-1
7	7%	5%	-2%	-1	-3
8	9%	6%	-5%	3	-2
9	4%	5%	-2%	13	.
10	.	2%	2%	0	-11
11	-5%	1%	-3%	1	-1
12	-1%	-7%	-22%	-4	-1

Continued:
#	Structure	USP2a block	ELG1 repair inh	TSHR antagonist	KCNH2 WT inh	Mito fusion yeast
13	c1cnc2c(Oc3ncnc4sccc34)cccc2c1	6%	0%	4	6	?
14	CC(C)NC1=C(Cl)C(=O)c2ccccc2C1=O	3%	1%	8	-1	0%
15	Cn1cc(-c2ccno2)c(C(=O)O)n1	1%	6%	-2	1	4%
16	COc1cccc(OCC(=O)NN=C2c3ccccc3-c3ccccc32)c1	4%	?	21	-4	4%
17	CC1(C(=O)NC2CCCC2)CCC(=O)N1Cc1ccc2c(c1)OCO2 (centres undefined)	-1%	5%	-1	0	-1%
18	O=C(/C=C/c1cccc([N+](=O)[O-])c1)OCC1CCCO1 (centres undefined)	2%	-3%	-2	5	-2%
19	Cc1cc(C)cc(Oc2ccccc2CO)c1	5%	-6%	-9	.	-2%
20	O=C(COC(=O)c1cn(-c2ccccc2)nc1-c1ccccc1)c1ccc([N+](=O)[O-])cc1	-1%	-28%	-10	.	2%
21	CC1CCCN(c2c([N+](=O)[O-])cc(C(=O)O)cc2[N+](=O)[O-])C1 (centres undefined)	-6%	?	-5	-6	15%
22	O=C(C(Cc1ccc(Cl)cc1)NS(=O)(=O)c1ccccc1)N1CC[C@@]2(O)CCCC[C@H]2C1 (some centres undefined)	-1%	3%	-15	-7	-4%
23	Cc1ccc(C)c(OCc2nnc(SCC(=O)NC(=O)NCc3ccco3)o2)c1	1%	-3%	-14	-20	-1%
24	O=C(c1cc(-c2cccs2)nc2ccccc12)N1CCN(S(=O)(=O)c2ccccc2)CC1	0%	16µM*	13	-29	14%

#	AT treatment	TCR activator	Eya2 inh	KCNH2 3.1 inh	TRPV1 agonist
13	-1%	-5%	0%	-1	6
14	-6%	2%	21%	-4	3
15	-3%	7%	0%	-5	7
16	-3%	.	1%	-12	.
17	-4%	-1%	-13%	25	3
18	-1%	-4%	9%	1	16
19	1%	.	-3%	.	5
20	5%	1%[46.1 µM]	1%	.	-1
21	8%	2%	17%	6	-1
22	7%	-2%	2%	3	0
23	2%	5%	-5%	-12	2
24	1%	0%	-3%	11	0

Additional entries follow:
#	Structure	USP2a block	ELG1 repair inh	TSHR antagonist	KCNH2 WT inh	Mito fusion yeast
25	CC(C)n1cnnc1SCC(=O)Nc1ccc(N2CCCCC2)cc1	-1%	23%	-11	10	0%
26	COc1ccc(-c2nc(CN3CCC(C(=O)N4CCc5ccccc54)CC3)c(C)o2)cc1OC	-2%	?	-3	18	-2%
27	COc1ccc(/C=C/C(=O)OCC(=O)c2c[nH]c3ccccc23)cc1	-1%	14%	0	-4	-2%
28	Cc1nn(C)cc1/C=C1\CCC/C(=C\c2cn(C)nc2C)C1=O	1%	?	-2	4	0%
29	CCOC(=O)CSC1=C(C#N)C(c2ccccc2Cl)C(C(=O)OC)C(=O)N1 (centres undefined)	-5%	?	1	-24	-2%
30	CC(=O)N1c2ccc(S(=O)(=O)N3CCC(C(=O)NCCc4ccc(Cl)cc4)CC3)cc2CC1C (centres undefined)	1%	?	-13	-15	3%
31	Cn1c(C(=O)OCC(=O)NCc2cccs2)cc2sccc21	4%	13%	-9	-8	7%
32	CCn1c(SCC(=O)Nc2nc3ccc(OC)cc3s2)nc2c1c(=O)n(C)c(=O)n2C	1%	13µM*	-3	-1	-1%
33	CS(=O)(=O)c1ccccc1-c1nc(-c2ccc(C(F)(F)F)cc2)no1	0%	?	-13	-5	-4%
34	Cc1cc(C)cc(NC(=S)NCc2ccncc2)c1	3%	12%	6	21	-5%
35	O=C(N/N=C(\Cc1ncc[nH]1)c1ccccc1)c1ccncc1	2%	?	4	5	-3%
36	O=S(=O)(NCc1cccnc1)c1ccc(Cl)c(Cl)c1Cl	-3%	8%	0	3	-10%
37	Cc1c(CCC(=O)N2CCC(C(=O)O)(c3ccccc3)CC2)c(=O)oc2cc3oc4c(c3cc12)CCCC4	0%	32%	-19	3	8%

#	AT treatment	TCR activator	Eya2 inh	KCNH2 3.1 inh	TRPV1 agonist
25	-3%	0%	-8%	4	-3
26	-2%	7%	6%	-8	-2
27	-6%	9%	4%	4	0
28	0%	-2%	6%	3	-8
29	-4%	4%	0%	2	1
30	0%	-3%	8%	-3	0
31	-10%	6%	-10%	-11	21
32	-10%	-1%	-5%	-4	-2
33	6%	2%	-15%	-8	0
34	15%	-4%	-1%	-1	?
35	-3%	4%	-27%	?	0
36	2%	9%	6%	9	0
37	11%	2%	2%	-1	1
